Bioassay records (PubChem)
IDE cell inh – human IDE inhibitors in live cells, primary screen, fluorescence polarization, HEK cells, FAbetaB substrate. inhibition, % at 5.59 µM. Insulin-degrading enzyme (Homo sapiens), P14735. 320,000 tested, 0.41% active. AID 434962, 2010. FAbetaB cleavage;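 active = percent inhibition above the average of all tested compounds plus 3 SD, set per screening campaign, cut at about 16% in these data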;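 note: IDE supplied by intact live HEK cells; FP after avidin binding of uncleaved biotin substrate so inhibition keeps polarization high; 0% = DMSO wells and 100% = 60 µM reference IDE inhibitor Ii1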
CRFBP-R2 block – antagonists of CRF-BP/CRF-R2 complex, primary screen, cell-based, HEK293, calcium dye fluorescence, uHTS. CRF-induced calcium fluorescence. inhibition, % at 11.8 µM. 350,000 tested, 0.59% active. AID 588475, 2011;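 active = inhibition of the ligand-induced calcium signal above about 50% at the single tested concentration, limit read from the data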
IDE cell activ – human IDE activators in live cells, primary screen, fluorescence polarization, HEK cells, FAbeta-B substrate | Insulin-degrading enzyme (Homo sapiens), P14735 | FAbeta-B cleavage; 0% vehicle, 100% cell-free pure enzyme wells | activation, % at 5.96 µM | 340,000 tested, 0.073% active | AID 493087, 2011;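 active = activation above the mean of all tested compounds plus 3 SD, set per screening campaign, cut at about 17% in these data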
GalR3 antagonist – GalR3 antagonists in HEK293 cells, primary screen, cell-based, fluorescence readout. AID 651719, 2012. inhibition, % at 3 µM. 360,000 tested, 0.44% active. Galanin receptor type 3 (Homo sapiens), O60755. HEK293 GalR3-CNG cAMP membrane potential fluorescence; galR3 body fused to GalR1 C-terminus;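 active = inhibition above the screen-wide average plus 3 SD, cut at about 13% in these data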;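 note: forskolin and galanin both at EC90 stimulate the cells; cAMP rise reported by CNG channel membrane potential dye signal; 0% = forskolin plus galanin with DMSO and 100% = forskolin alone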
Target sequence (O60755 1-299 limits assumed): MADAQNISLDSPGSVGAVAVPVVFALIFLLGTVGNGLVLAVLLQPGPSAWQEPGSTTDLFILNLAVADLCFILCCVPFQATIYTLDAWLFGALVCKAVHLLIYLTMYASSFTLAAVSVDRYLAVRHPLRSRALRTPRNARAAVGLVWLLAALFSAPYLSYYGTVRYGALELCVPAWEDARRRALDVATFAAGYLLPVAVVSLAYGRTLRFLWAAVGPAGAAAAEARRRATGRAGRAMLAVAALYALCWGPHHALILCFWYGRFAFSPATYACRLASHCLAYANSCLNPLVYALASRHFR
SUMO HTRF inh – inhibitors of in vitro SUMOylation cascade, primary screen, biochemical, HTRF, uHTS | SUMO-conjugating enzyme UBC9 (Homo sapiens), P63279 | HTRF SUMOylation assay, SAE1/SAE2 + UBC9 | inhibition, % at 35 µM | 290,000 tested, 0.36% active | AID 2006, 2009; in the data active = inhibition above about 50%, passing the limit was not always enough; note: strong numbers were not always called active
Target sequence (P63279 whole entry, looked up): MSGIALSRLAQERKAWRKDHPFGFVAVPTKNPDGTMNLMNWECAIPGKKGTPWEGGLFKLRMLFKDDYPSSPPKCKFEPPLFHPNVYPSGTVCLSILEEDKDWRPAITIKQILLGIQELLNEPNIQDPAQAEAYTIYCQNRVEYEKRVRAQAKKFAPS
HCV NS3 hel inh – inhibitors of HCV NS3 helicase, primary screen, biochemical, Cy5 molecular beacon fluorescence. inhibition, % at 10.9 µM. 290,000 tested, 0.56% active. NS3 helicase DNA unwinding. Hepatitis C virus NS3 helicase;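 active = inhibition above the mean of all tested compounds plus 3 SD, set per campaign, cut at about 35% in these data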;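 note: 0% = DMSO wells and 100% = thioflavine S control wells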
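Material: hepatitis C virus NS3 helicase domain fragment enzyme; measured by: Cy5 fluorescence, 0 and 60 min reads; control set: DMSO and thioflavine S; incubation: 60 min unwinding reaction at 25 °C after ATP addition; read-out basis: % inhibition from 60/0 min fluorescence ratio, DMSO 0%, thioflavine S 100%; repeats: singlicate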
p-CIP stab down – p/CIP-EGFP fusion destabilizers, primary screen, fluorescence, F442A cells | 290,000 tested, 0.01% active | 16 h | Q05BA5 | decrease of EGFP signal, % at 10 µM;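 active = EGFP signal decrease of at least 30% at 10 µM or well 3 SD below plate mean, unless failing retest; inactive = the rest, including hits failing retest or dose response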; note: some compounds called inactive have numbers as strong as hits; many of its hits are not listed in these tables
IMP-1 inh – IMP-1 metallo-beta-lactamase inhibitors, primary screen, biochemical, epi-absorbance readout, Pseudomonas aeruginosa enzyme; metallo-beta-lactamase IMP-1 (Pseudomonas aeruginosa); purified IMP-1, nitrocefin hydrolysis, epi-absorbance fluorescence; inhibition, % at 5.6 µM; 290,000 tested, 0.45% active;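 active = inhibition above the mean plus 3 SD of all compounds in the same screening run, cut at about 4.5% in these data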;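 note: 0% = IMP-1 with DMSO and 100% = DMSO wells lacking enzyme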
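System: purified IMP-1; amount: IMP-1 0.2 nM before substrate addition; compound: single dose, 5.6 µM; times: 25 °C, 15 min preincubation, 25 min reaction; signal: Epi-absorbance via hydrolysed-nitrocefin quenching of white-plate fluorescence, 480/530 nm, EDTA stop; benchmarks: DMSO with and without IMP-1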
VIM-2 inh – VIM-2 metallo-beta-lactamase inhibitors, primary screen, biochemical, epi-absorbance readout, Pseudomonas aeruginosa enzyme | 290,000 tested, 0.89% active | AID 1527, 2009 | purified VIM-2, nitrocefin hydrolysis, epi-absorbance fluorescence | inhibition, % at 5.6 µM;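 active = inhibition above the mean of all tested compounds plus 3 SD, cutoff set per screening run, cut at about 7.5% in these data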;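 note: red hydrolysis product quenches plate fluorescence so inhibitors raise well fluorescence; 0% = enzyme with DMSO and 100% = DMSO without enzyme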
Active calls of the source: *; x = not tested or not shown.

Results follow in this order: IDE cell inh	CRFBP-R2 block	IDE cell activ	GalR3 antagonist	SUMO HTRF inh	HCV NS3 hel inh	p-CIP stab down	IMP-1 inh	VIM-2 inh
- Cc1ccc(-n2c(C)nc3c(cnn3-c3ccc(F)cc3)c2=O)cc1
 : -7	16	2	3	-3	6	-13	0.6	2.3
- O=C(COC(=O)Cc1ccc(S(=O)(=O)N2CCOCC2)s1)Nc1ccccc1Cl
 : 3	-6	2	-1	x	x	x	x	x
- CN(C)/C=C(\C(=O)c1ccccc1)c1nnnn1-c1ccc(F)cc1
 : 2	1	-2	0	14	-5	0	-3.3	-2.6
- COC1OC(COC(=O)CNC(=O)OC(C)(C)C)C(O)C(O)C1O (centres undefined)
 : 1	-11	5	-1	5	-1	-12	-3.3	1.1
- CC(C)CNC(=O)c1ccc(Cl)c(Cl)c1
 : 6	-17	-5	-4	-10	2	-8	-4.0	-2.1
- C[C@H](Nc1ncnc2sc3c(c12)CCC3)C(=O)O
 : 1	29	-1	-1	20	-3	-9	-2.5	0.1
- CCOC(=O)c1[nH]c(C)c(C(=O)Nc2ccc3c(c2)OCCO3)c1C
 : -3	7	6	-6	-1	2	2	-2.1	-1.9
- NC(=O)[C@@H]1CC2(CC(c3cccc(NC(=O)COc4ccc(Cl)cc4)c3)=NO2)CN1C(=O)COc1ccc(Cl)cc1 (some centres undefined)
 : -2	0	4	-6	-27	x	-12	x	x
- Cc1cccc(NC(=O)Cn2cnc3c(oc4ccccc43)c2=O)c1
 : 2	-9	-2	-3	2	1	-50	-1.7	-2.4
- Cc1noc(C)c1NC(=O)Nc1cccc2c1O[C@H](CN(C)S(=O)(=O)c1ccc(F)cc1)[C@@H](C)CN([C@H](C)CO)C2=O
 : -3	5	5	-1	x	x	x	x	x

Next results.
Results follow in this order: IDE cell inh	CRFBP-R2 block	IDE cell activ	GalR3 antagonist	SUMO HTRF inh	HCV NS3 hel inh	p-CIP stab down	IMP-1 inh	VIM-2 inh
- CCCCn1c(SCC(N)=O)nnc1-c1ccco1
 : 2	11	-7	1	25	2	-3	1.8	-2.8
- CC(C)(CNC(=S)NCCc1ccccc1)CNC(=S)NCCc1ccccc1
 : x	-32	4	-5	-33	-19	5	-0.8	0.2
- Cc1ccc(C(=O)O/N=C/C2=C(Cl)c3ccccc3CC2)cc1
 : 3	20	5	-3	-4	2	7	0.6	-3.6
- Cc1ccnc(SCC(=O)Nc2sc3c(c2C#N)CCCC3)n1
 : -4	16	-2	43*	6	-3	-9	0.9	0.5
- CCOC(=O)CSc1nc(C)c2cc(OC)ccc2n1
 : 6	-6	-1	-5	15	3	-2	-2.6	-3.1
- O=c1oc2ccccc2c(Cl)c1CN1CCCCC1
 : 5	-22	-4	-9	8	6	-8	-0.9	-4.6
- CCCCOc1ccc(/C(O)=C2/C(=O)C(=O)N(CCCOC)C2c2ccncc2)cc1C (centres undefined)
 : 1	3	2	-8	2	15	3	-4.2	-1.6
- O=C(NCc1ccccn1)C(C(=O)c1ccc(F)cc1)n1ccccc1=O (centres undefined)
 : 0	-12	5	5	-11	1	10	-3.0	-3.0
- O=C(/C=C/c1ccccc1)NCCS(=O)(=O)N1CCN(c2ccc(F)cc2)CC1
 : 3	1	-3	-2	x	x	x	x	x
- CCOC(=O)CSC1=NC(=O)/C(=C\c2ccc(Cl)cc2)S1
 : 8	-8	-5	0	35	8	-9	-2.7	-4.9

(continued)
Results follow in this order: IDE cell inh	CRFBP-R2 block	IDE cell activ	GalR3 antagonist	SUMO HTRF inh	HCV NS3 hel inh	p-CIP stab down	IMP-1 inh	VIM-2 inh
- COc1ccc(C2=CC(=O)CC(c3ccc(F)cc3)C2)cn1 (centres undefined)
 : -5	10	3	-1	x	x	x	x	x
- CCOCCCNC(=O)C(c1ccc(OC)cc1)N(Cc1ccc2c(c1)OCO2)C(=O)c1cnccn1 (centres undefined)
 : 7	-1	3	-3	17	3	-24	-1.3	-3.8
- Cc1noc(C)c1C(=O)Nc1nc(-c2ccc(F)c(F)c2)cs1
 : 3	-6	-1	-4	x	x	x	x	x
- COc1ccc(NC(C)(C)c2nnnn2-c2c(C)cccc2C)cc1
 : 2	-1	0	-3	-1	-10	-3	-1.8	-2.0
- Cc1ccccc1C(=O)N1CCN(c2ccc(NC(=O)c3cccc(OC(C)C)c3)cc2)CC1
 : 2	-10	-1	-3	-5	-4	-10	-4.0	-2.5
- O=C(CN1CCOCC1)Nc1ccc(-c2nc3ccccc3[nH]2)cc1
 : -1	9	-2	-4	7	-3	-1	-3.5	0.1
- COc1ccccc1CN(C)C(=O)CSc1nnc(C2CC2)n1C1CC1
 : 7	0	-2	4	x	x	x	x	x
- Cc1nc(-c2ccc(S(=O)(=O)Nc3ccccc3C)cc2)co1
 : 7	5	-2	0	x	11	3	-2.8	-7.0
- Cc1cc(NCC2CCCCC2)nc2ccccc12
 : 2	-25	0	-13	2	-21	-24	-1.3	-2.1
- COCCOC(=O)C1=C(C)N=C2SCCC(=O)N2C1c1cccs1 (centres undefined)
 : 3	9	5	6	7	4	-16	-4.7	0.3

New compounds follow.
Results follow in this order: IDE cell inh	CRFBP-R2 block	IDE cell activ	GalR3 antagonist	SUMO HTRF inh	HCV NS3 hel inh	p-CIP stab down	IMP-1 inh	VIM-2 inh
- Cc1ccc(/C=N\NC(=O)c2ccc(Cn3cc(Br)c([N+](=O)[O-])n3)o2)o1
 : 2	16	2	-5	8	3	-19	-0.3	-0.6
- O=C(CN1CCCCC1)NNc1nc(-c2ccccc2)c2cc(Br)ccc2n1
 : -10	-2	8	-5	-2	-13	-6	-3.2	-3.0
- COC(=O)c1ccc(NC(=O)CN(c2ccc(OC)cc2)S(C)(=O)=O)cc1
 : 0	-28	4	-3	-2	-10	1	-2.9	-0.7
- CN(c1ccc(OC(=O)CN2C(=O)NC3(CCCC3)C2=O)cc1)S(=O)(=O)c1ccccc1
 : 2	3	4	-5	x	x	x	x	x
- Cc1ccc(S(=O)(=O)N/N=C/c2cccc([N+](=O)[O-])c2)cc1
 : 7	-9	7	1	0	-11	10	-2.5	0.8
- O=C(Nc1ccc2c(c1)OCCO2)N1CCOCC1
 : 1	-11	6	9	-2	11	4	0.2	1.9
- COc1ccc(N2CCN(c3oc(COc4ccccc4Cl)nc3C#N)CC2)cc1
 : 8	-5	-3	-3	8	-10	-6	-2.2	-2.0
- COc1ccc(CNC(=O)CSc2nnc3c(Cl)cc(C(F)(F)F)cn23)cc1OC
 : 2	0	5	0	14	-4	-5	-2.9	-0.9
- COc1ccc(-c2sc3cc(OC)c(OC)cc3c2-c2ccc(O)cc2)cc1
 : -2	10	2	1	x	x	x	x	x
- Cc1ccc(NC(=O)CS(=O)(=O)c2cn(C)c3ccccc23)c(C)c1
 : 0	8	2	4	-6	x	-7	x	x

(continued)
Results follow in this order: IDE cell inh	CRFBP-R2 block	IDE cell activ	GalR3 antagonist	SUMO HTRF inh	HCV NS3 hel inh	p-CIP stab down	IMP-1 inh	VIM-2 inh
- CCOC(=O)Cc1csc(NC(=O)CCc2ccc(S(=O)(=O)N3CCOCC3)cc2)n1
 : 2	3	8	-4	6	7	-15	1.1	0.8
- C=CCn1c(=O)c2ccccc2n2c(SCC(=O)NC(C)C)nnc12
 : x	6	-2	-9	19	-1	2	-2.9	0.5
- CC12CCC(=O)N1C(C(=O)Nc1nnc(SCc3ccccc3F)s1)CS2 (centres undefined)
 : 9	4	-1	-3	3	1	-9	-4.8	-2.5
- O=C(Nc1ccc2oc(-c3cccnc3)nc2c1)c1ccc([N+](=O)[O-])o1
 : x	4	3	-5	38	20	-23	-0.3	-2.7
- CN(C)CCC(Oc1ccccc1OCc1ccccc1)c1ccccc1 (centres undefined)
 : 0	1	0	-9	x	x	x	x	x
- O=C(NCc1n[nH]c(=S)n1-c1ccc(F)cc1)c1ccc(S(=O)(=O)N2CCCCC2)cc1
 : -1	1	1	-8	-6	2	8	-3.6	-7.0
- COc1cc(C(=O)Nc2ccccn2)cc(OC)c1OC
 : 7	14	1	-5	4	-2	-6	3.4	-2.3
- CN1CCN(C(c2ccc(Cl)cc2)c2cc(Cl)c3cccnc3c2O)CC1 (centres undefined)
 : -14	-31	10	-6	-6	46*	-21	-2.6	-7.0
- Fc1ccccc1Cn1nnc2c(-n3ccnc3)ncnc21
 : 13	-10	6	-6	-2	-6	-1	0.1	1.2
- COc1ccccc1Nc1nc(-c2cccc([N+](=O)[O-])c2)cs1
 : 0	-8	4	4	3	-7	-14	-0.1	-0.7

Next part.
Results follow in this order: IDE cell inh	CRFBP-R2 block	IDE cell activ	GalR3 antagonist	SUMO HTRF inh	HCV NS3 hel inh	p-CIP stab down	IMP-1 inh	VIM-2 inh
- Cc1ccc(/C=C2\Oc3cc(OCC(=O)NN)ccc3C2=O)o1
 : x	1	-4	-3	59*	39*	-8	-3.2	-2.5
- COc1cccc(NC(=O)Nn2cnnc2)c1
 : x	9	-4	-3	-2	-3	10	1.3	-0.2
- COc1cc2nc(SCc3ccc(C(F)(F)F)cc3)n(Cc3cccs3)c(=N)c2cc1OC
 : 6	1	2	0	2	24	-3	-0.3	0.5
- Cc1ccc2nc(NC(=O)c3ccc(N4C(=O)CCC4=O)cc3)sc2c1
 : -1	8	2	-6	29	2	2	-2.7	-3.6
- Cc1cccc(NC(=O)CSc2nc(N)c(NC(=O)c3ccccc3F)c(=O)[nH]2)c1
 : 1	4	2	-1	-4	1	-10	-3.2	-3.6
- COc1ccc(CN2C[C@H](Cc3ccccc3)[C@@H](CC(=O)Nc3ccccc3)C2=O)cc1
 : 1	-4	3	-1	-14	-7	-2	-2.5	-2.4
- Cc1ccc(N2C(=O)[C@@H]3C(C(=O)CCN4C(=O)c5ccccc5C4=O)=NN[C@@H]3C2=O)cc1
 : 1	5	0	-5	-1	14	-5	-2.5	-2.1
- COc1ccc([C@@H]2CC=C(C(=O)O)[C@H](c3ccc(Br)cc3)N2S(=O)(=O)c2ccc(C)cc2)cc1OC
 : 9	1	-1	-7	x	x	x	x	x
- Cc1cc(Cl)ccc1OCC(=O)NCCC(=O)O
 : 0	10	8	-2	-6	8	-1	-2.4	-2.4
